TEAD-YAP inh: TEAD-YAP interaction inhibition | HEK-TIYL cells, TEAD-Gal4/YAP UAS-luciferase luminescence | inhibition, % at 9.12 µM | actives 1.4% (n = 640,000); in the data active means inhibition above about 32%;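 further: 0% = median of test compound wells and 100% = reference inhibitor wells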
GPR151 ag: activates the human receptor GPR151. activation, % at 11.2 µM. AID 1508602. actives 1% (n = 650,000). PathHunter beta-arrestin GPR151 cells, luminescence; in the data active means activation above about 4.9%;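 further: 0% = median of compound wells and 100% = cells with positive control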
Target sequence (Q8TDV0 whole entry, looked up): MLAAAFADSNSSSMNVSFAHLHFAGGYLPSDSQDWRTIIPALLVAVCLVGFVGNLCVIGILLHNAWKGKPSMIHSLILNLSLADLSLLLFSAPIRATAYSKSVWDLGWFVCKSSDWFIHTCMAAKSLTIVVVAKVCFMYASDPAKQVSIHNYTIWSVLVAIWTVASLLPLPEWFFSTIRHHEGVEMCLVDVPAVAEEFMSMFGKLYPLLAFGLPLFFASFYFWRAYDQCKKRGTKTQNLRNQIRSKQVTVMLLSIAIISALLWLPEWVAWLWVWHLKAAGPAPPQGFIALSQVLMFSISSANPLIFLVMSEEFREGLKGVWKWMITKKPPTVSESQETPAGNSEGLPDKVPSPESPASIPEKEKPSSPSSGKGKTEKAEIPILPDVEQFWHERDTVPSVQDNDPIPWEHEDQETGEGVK
MITF primary: blocks human microphthalmia-associated transcription factor; AlphaScreen MITF homodimerization, bead proximity signal; inhibition, % at 2.6 µM; actives 0.91% (n = 650,000); in the data active means inhibition above about 50%;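 further: 0% = vehicle wells with protein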
Target sequence (O75030 whole entry, looked up): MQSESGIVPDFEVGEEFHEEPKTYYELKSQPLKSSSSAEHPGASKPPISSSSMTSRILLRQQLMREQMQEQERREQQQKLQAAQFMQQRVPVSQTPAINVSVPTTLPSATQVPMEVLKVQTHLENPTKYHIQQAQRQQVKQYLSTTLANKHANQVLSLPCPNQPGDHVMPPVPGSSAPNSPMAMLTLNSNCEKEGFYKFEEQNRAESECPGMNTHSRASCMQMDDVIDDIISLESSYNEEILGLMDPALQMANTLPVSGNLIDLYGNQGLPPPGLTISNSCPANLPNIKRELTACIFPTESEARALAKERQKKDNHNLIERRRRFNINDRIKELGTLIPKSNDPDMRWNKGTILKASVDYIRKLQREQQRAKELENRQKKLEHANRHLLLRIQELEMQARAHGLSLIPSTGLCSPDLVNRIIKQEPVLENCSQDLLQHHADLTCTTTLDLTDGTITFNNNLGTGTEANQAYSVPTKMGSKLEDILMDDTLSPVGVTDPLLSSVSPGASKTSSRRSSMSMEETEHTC
FBW7 act: human FBW7 E3 ligase activation, primary screen; Q969H0; AlphaScreen FBW7–phospho-cyclin E peptide binding, activator screen; normalized activity (activation), % at 26.1 µM; actives 0.13% (n = 650,000); in the data active means normalized activity above about 1.9%;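 further: purified mutant Fbw7 with reduced substrate affinity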
An asterisk follows results filed as active.

Screening CC1CCCC(NC(=O)C2CCN(S(=O)(=O)c3ccc4c(c3)oc(=O)n4C)CC2)C1C (configuration not stated) returned TEAD-YAP inh 10, GPR151 ag 0.5, MITF primary 2 and FBW7 act -0.1.
Cn1nc(OCC(N)=O)ccc1=O was read as TEAD-YAP inh -1, GPR151 ag -1.2, MITF primary -13 and FBW7 act 0.3.
COc1cc(OC)c(N(C)C(=O)CCNC(=O)Cn2cnc3ccccc3c2=O)cc1Cl was read as TEAD-YAP inh 3, GPR151 ag -0.5, MITF primary 3 and FBW7 act -0.1.
Cc1cc(NC(=O)C2CCCCC2)ncc1NC(=O)c1ccccc1F was read as TEAD-YAP inh -6, GPR151 ag 2.6, MITF primary 15 and FBW7 act 0.2.
CC(C)c1ccc(NC(=O)/C=C/c2ccccc2Cl)cc1 was read as TEAD-YAP inh -55, GPR151 ag 1.1, MITF primary 0 and FBW7 act 0.1.
Screening COc1cc(C2C(C(=O)Nc3cc(C)ccn3)=C(C)NC3=C2C(=O)CCC3)cc(OC)c1OC (configuration not stated) returned TEAD-YAP inh 10, GPR151 ag 1.9, MITF primary -9 and FBW7 act -0.1.
For C=CCn1cnc2c1c(=O)n(Cc1ccc(Cl)cc1)c(=O)n2C the results were TEAD-YAP inh -13, GPR151 ag 0.6, MITF primary 8 and FBW7 act 0.0.
COc1cccc(-c2nnn(CC(=O)NCc3ccccc3)n2)c1OC was read as TEAD-YAP inh 6, GPR151 ag -0.4, MITF primary 0 and FBW7 act -0.1.
Screening Cc1cc(=O)[nH]c(SCC(=O)C23CC4CC(CC(C4)C2)C3)n1 returned TEAD-YAP inh -2, GPR151 ag 1.3, MITF primary 3 and FBW7 act -0.3.
`O=C(O)c1cc(S(=O)(=O)N2CCCC2)ccc1O` gave TEAD-YAP inh -1, GPR151 ag -0.3, MITF primary 14 and FBW7 act 0.1.
`COc1ccc(OC)c(S(=O)(=O)NCC23CC4CC(CC(C4)C2)C3)c1` gave TEAD-YAP inh 9, GPR151 ag -0.8, MITF primary 10 and FBW7 act 0.0.
Screening C/C(=N\Nc1ccc(Cl)c(C(=O)O)c1)c1ccc2c(c1)OCO2 returned TEAD-YAP inh -71, GPR151 ag 3.3, MITF primary 17 and FBW7 act 0.0.
`Cc1cccc2nc(CNc3ccc(I)cc3)cn12` gave TEAD-YAP inh -50, GPR151 ag -1.6, MITF primary 2 and FBW7 act -0.1.
`COCCSc1nnc(-c2ccc(O)cc2)n1C` gave TEAD-YAP inh 12, GPR151 ag -0.9, MITF primary 6 and FBW7 act 0.0.
Screening COc1ccc(OC)c(/C=C2\SC(=N)N(c3ccc4c(c3)OCO4)C2=O)c1 returned TEAD-YAP inh 6, GPR151 ag 0.5, MITF primary 0 and FBW7 act 0.0.

3 structures already listed, sorted by SMILES length, falling.
`COc1ccc(OC)c(S(=O)(=O)NCC23CC4CC(CC(C4)C2)C3)c1` gave TEAD-YAP inh 9, GPR151 ag -0.8, MITF primary 10 and FBW7 act 0.0.
`COCCSc1nnc(-c2ccc(O)cc2)n1C` gave TEAD-YAP inh 12, GPR151 ag -0.9, MITF primary 6 and FBW7 act 0.0.
Cn1nc(OCC(N)=O)ccc1=O was read as TEAD-YAP inh -1, GPR151 ag -1.2, MITF primary -13 and FBW7 act 0.3.

Continuation:
For O=C(NCc1ccccc1)N1CCN(Cc2nc3ccccc3c(=O)[nH]2)CC1 the results were TEAD-YAP inh 0, GPR151 ag 0.6, MITF primary 3 and FBW7 act 0.0.
Screening COc1ccc(N(C)C(=O)CCc2nc(-c3ccc(C)cc3)no2)cc1 returned TEAD-YAP inh 12, GPR151 ag -0.6, MITF primary 56* and FBW7 act 0.0.
For Cc1c(C#N)c2nc3c(c(-c4ccccc4)c2n1Cc1ccccc1)CCC3 the results were TEAD-YAP inh -2, GPR151 ag -0.1, MITF primary 12 and FBW7 act 0.3.
Screening CC(=O)c1oc2ccccc2c1NC(=O)CN1CCCCC1 returned TEAD-YAP inh -5, GPR151 ag 5.6*, MITF primary 6 and FBW7 act -0.1.
CCCCOc1ccc2c3c(c(=O)oc2c1)CCCC3 was read as TEAD-YAP inh -4, GPR151 ag 1.2, MITF primary 2 and FBW7 act 0.2.
COc1ccc(Cl)cc1N1C(=O)Nc2ccccc2N1O was read as TEAD-YAP inh -2, GPR151 ag -0.3, MITF primary 5 and FBW7 act -0.1.
For COc1ccc(S(=O)(=O)NCCC(=O)NC2CCCCCCC2)cc1 the results were TEAD-YAP inh 9, GPR151 ag 1.0, MITF primary 2 and FBW7 act 0.0.
`COCCNC(=S)NC(=O)c1ccc(Cl)cc1Cl` gave TEAD-YAP inh -3, GPR151 ag -0.8, MITF primary 6 and FBW7 act 0.0.
For CCOCCOC(=O)c1cc([N+](=O)[O-])cc2c1-c1c(cc([N+](=O)[O-])cc1[N+](=O)[O-])/C2=N/O the results were TEAD-YAP inh 2, GPR151 ag 0.6, MITF primary 23 and FBW7 act 0.8.
O=C(CN1CCN(c2ccccc2F)CC1)Nc1ccc(OCc2ccccc2)cc1 was read as TEAD-YAP inh 1, GPR151 ag 0.1, MITF primary 11 and FBW7 act 0.2.
Cc1cc(C)n(CCNC2CCN(c3cccc(NC(=O)C4CC4)c3)CC2)n1 was read as TEAD-YAP inh -13, GPR151 ag -1.1, MITF primary -4 and FBW7 act -0.1.
Screening COc1ccccc1NC(=O)c1[nH]ncc1[N+](=O)[O-] returned TEAD-YAP inh -4, GPR151 ag -1.3, MITF primary 5 and FBW7 act 0.9.
Screening Brc1ccc(-n2cc(-c3ccccc3)c3c(NN4CCOCC4)ncnc32)cc1 returned TEAD-YAP inh 3, GPR151 ag 0.6, MITF primary 15 and FBW7 act 0.1.
c1cncc(CNc2ccnc(Nc3ccc(N4CCOCC4)cc3)n2)c1 was read as TEAD-YAP inh -9, GPR151 ag -0.8, MITF primary 10 and FBW7 act -0.2.
Screening CCn1c(O)c(C=Nc2ccc(S(N)(=O)=O)cc2)c(=O)[nH]c1=O returned TEAD-YAP inh -4, GPR151 ag -2.2, MITF primary -8 and FBW7 act -1.0.
`COc1ccc(-c2cc(Nc3ccc(Oc4ccccc4)cc3)ncn2)cn1` gave TEAD-YAP inh 1, GPR151 ag -0.6, MITF primary 1 and FBW7 act 0.0.
`CC(C)c1ccc(/C=C2\N=C(c3ccc(Cl)cc3Cl)OC2=O)cc1` gave TEAD-YAP inh -1, GPR151 ag 1.4, MITF primary 0 and FBW7 act -0.1.
`COC(=O)c1cc(S(=O)(=O)NC2CCCC(C)C2C)cn1C` (configuration not stated) gave TEAD-YAP inh 8, GPR151 ag -1.6, MITF primary 12 and FBW7 act 0.2.
Cc1ccc2c(c1)cc(CN(Cc1nnnn1C1CCCC1)C1CCCC1)c1nnnn12 was read as TEAD-YAP inh -12, GPR151 ag 2.6, MITF primary 13 and FBW7 act 0.2.
For O=C(Nc1cccc([N+](=O)[O-])c1)c1cccc(N2C(=O)c3ccc([N+](=O)[O-])cc3C2=O)c1 the results were TEAD-YAP inh -11, GPR151 ag 1.8, MITF primary -21 and FBW7 act 0.0.
`Nc1cc(=O)[nH]c(SCC(=O)N2CCN(c3ccccc3)CC2)n1` gave TEAD-YAP inh -5, GPR151 ag -1.7, MITF primary -8 and FBW7 act -0.1.
Screening COc1ccc(OC)c(NC(=O)Nc2ccc(F)cc2C)c1 returned TEAD-YAP inh 5, GPR151 ag 0.7, MITF primary -14 and FBW7 act -0.4.
C=CCNC(=O)CSc1nc(O)c(CCC(C)C)c(=O)[nH]1 was read as TEAD-YAP inh 0, GPR151 ag 0.0, MITF primary 0 and FBW7 act -0.1.
For CCOc1ccccc1CN(Cc1ccco1)C(=O)c1cc2ccccc2oc1=O the results were TEAD-YAP inh 10, GPR151 ag 0.8, MITF primary 1 and FBW7 act -0.1.
`C=CCSc1nnc(C2CCCN(Cc3ccc(O)c(OCC)c3)C2)n1C` (configuration not stated) gave TEAD-YAP inh -10, GPR151 ag -1.3, MITF primary 0 and FBW7 act -0.1.
`O=C(Nc1ccc2oc(-c3cccnc3)nc2c1)c1ccc(N2CCCCC2)c([N+](=O)[O-])c1` gave TEAD-YAP inh -12, GPR151 ag 1.2, MITF primary -8 and FBW7 act 0.0.
`CC(=O)C(Sc1nnc(-c2ccc(Cl)cc2)n1-c1ccccc1)C(=O)N(C)C` (configuration not stated) gave TEAD-YAP inh 3, GPR151 ag -0.2, MITF primary 18 and FBW7 act 0.9.
`COC(=O)C1=CN(Cc2ccc(OC)cc2)C=C(C(=O)OC)C1c1ccc(C(F)(F)F)cc1` gave TEAD-YAP inh -3, GPR151 ag -0.4, MITF primary -18 and FBW7 act 0.0.
For Cc1cc(NC(=O)CN(C)S(=O)(=O)c2cccc(Cl)c2)no1 the results were TEAD-YAP inh 7, GPR151 ag -1.2, MITF primary 0 and FBW7 act -0.1.
For COc1ccc2c(c1OC)C(=O)OC2Nc1ccccc1O (configuration not stated) the results were TEAD-YAP inh -2, GPR151 ag -0.1, MITF primary 14 and FBW7 act -0.2.

Structural class, those above with a furan ring, fused or not.
Screening CC(=O)c1oc2ccccc2c1NC(=O)CN1CCCCC1 returned TEAD-YAP inh -5, GPR151 ag 5.6*, MITF primary 6 and FBW7 act -0.1.
For CCOc1ccccc1CN(Cc1ccco1)C(=O)c1cc2ccccc2oc1=O the results were TEAD-YAP inh 10, GPR151 ag 0.8, MITF primary 1 and FBW7 act -0.1.

(list continues)
For OC(COc1c(F)cc(Br)cc1F)CN1CCN(c2ccccc2F)CC1 (configuration not stated) the results were TEAD-YAP inh 8, GPR151 ag 0.9, MITF primary -8 and FBW7 act -0.2.
`COc1ccc(C(=O)N2CCN(Cc3ccc(OC)c(OC)c3)CC2)cc1` gave TEAD-YAP inh -6, GPR151 ag -1.6, MITF primary 25 and FBW7 act -0.4.
CCOc1cc(C(=O)Nc2c3c(nn2-c2ccc(OC)cc2)CS(=O)(=O)C3)cc(OCC)c1OCC was read as TEAD-YAP inh 3, GPR151 ag -0.1, MITF primary 4 and FBW7 act 0.9.
C=CCONC(=O)c1cnc2sccn2c1=O was read as TEAD-YAP inh -11, GPR151 ag 4.0, MITF primary 5 and FBW7 act 0.0.
`COc1cc(OC)nc(CSc2nc3ccccc3[nH]2)n1` gave TEAD-YAP inh -14, GPR151 ag -4.7, MITF primary 2 and FBW7 act -0.1.
Cc1nc2ccc(NC(=S)NCc3ccccc3)cc2nc1C was read as TEAD-YAP inh -44, GPR151 ag -3.0, MITF primary 24 and FBW7 act 0.4.
`CCOC(=O)c1cnc2c(OC)cccc2c1N1CCN(c2ccc(OC)cc2)CC1` gave TEAD-YAP inh 8, GPR151 ag 0.1, MITF primary -7 and FBW7 act -0.2.
`Cc1ccccc1-n1nc2c(c1NC(=O)c1ccccc1Cl)CS(=O)C2` (configuration not stated) gave TEAD-YAP inh 8, GPR151 ag 0.8, MITF primary 6 and FBW7 act -0.1.
Screening O=C(Nc1ccc(F)c(Cl)c1)c1ccc2c(=O)n(-c3ccc(F)c(Cl)c3)c(=S)[nH]c2c1 returned TEAD-YAP inh 0, GPR151 ag 0.4, MITF primary 5 and FBW7 act -0.1.
`O=C(CCCCCn1c(=S)[nH]c2ccccc2c1=O)NC12CC3CC(CC(C3)C1)C2` gave TEAD-YAP inh -2, GPR151 ag -1.3, MITF primary 20 and FBW7 act 0.6.
`CC(NC(=O)c1cc(-c2ccccc2)nc2ccccc12)C1CCCO1` (configuration not stated) gave TEAD-YAP inh 5, GPR151 ag 1.0, MITF primary 6 and FBW7 act 0.3.
For CC(=O)NC(Cc1ccc(C(C)C)cc1)C(=O)NC1CCN(C(=O)c2cccc(C)c2)CC1 (configuration not stated) the results were TEAD-YAP inh 9, GPR151 ag 0.8, MITF primary 6 and FBW7 act 0.2.
For COc1cc(C(N)=O)ccc1OCc1ccccc1 the results were TEAD-YAP inh -26, GPR151 ag -1.2, MITF primary -23 and FBW7 act -0.1.
OC1CCN(Cc2ccc3c(c2)CN(CC2CC=CCC2)CCO3)CC1 (configuration not stated) was read as TEAD-YAP inh -22, GPR151 ag 4.5, MITF primary 5 and FBW7 act -0.5.
For C/C(=N/NC(=O)c1cc(-c2ccccc2Cl)n[nH]1)c1cccc([N+](=O)[O-])c1 the results were TEAD-YAP inh 15, GPR151 ag -0.3, MITF primary 9 and FBW7 act 0.6.
`CCOC(=O)C1=C(C)Nc2nc(SCC)[nH]c(=O)c2C1c1cccnc1` (configuration not stated) gave TEAD-YAP inh 6, GPR151 ag 0.3, MITF primary 7 and FBW7 act -0.1.
O=C(Nc1c2c(nn1-c1nc3ccccc3s1)CCC2)c1ccccc1Cl was read as TEAD-YAP inh -2, GPR151 ag -0.9, MITF primary 2 and FBW7 act 0.2.
O=C1c2cccc([N+](=O)[O-])c2C(=O)N1c1cc([N+](=O)[O-])ccc1F was read as TEAD-YAP inh -10, GPR151 ag 0.5, MITF primary -1 and FBW7 act -0.1.
